Bioassay records from PubChem.
procasp3 activ: activates human procaspase-3 | 0.11% of 330,000 active | activation, % at 8.5 µM | AID 463141 | recombinant procaspase-3 D3A, Ac-DEVD-pNA absorbance 405 nm;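 active = activation above the mean of all tested compounds plus 3 SD, cut at about 21% in these data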;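 note: 0% = DMSO alone and 100% = DMSO wells spiked with extra 5 µM PC-3 D3A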
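Assay system: Autoprocessing-dead procaspase-3 D3A mutant enzyme; also added: Ac-DEVD-pNA; doses: one concentration, 8.5 µM nominal, 0.8% DMSO; times: 1 h compound preincubation, 2 h substrate hydrolysis at 25 °C; technique: 405 nm absorbance of p-nitroaniline, reads at 0 and 120 min; measure: % activation between DMSO and enzyme-spiked controls; repeats: single replicate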
proCasp7 act: activates human procaspase-7, counter-screen for procaspase-3 activators. P55210. recombinant procaspase-7, Ac-DEVD-pNA absorbance 405 nm; D23A/D198A/D206A triple mutant, cannot self-cleave; scale: DMSO 0, 5 µM enzyme 100. activation, % at 8.5 µM. 0.093% of 330,000 active. AID 463210;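 active = percent activation above the screen-wide mean plus 3 SD, cut at about 25% in these data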
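Assay system: Uncleavable procaspase-7 mutant enzyme; Input: 2 µM procaspase-7 mutant as dispensed; Also added: DEVD-pNA substrate; Medium: Zinc-free HEPES pH 7.4 with 300 mM NaCl, 0.01% Triton X-100; Timing: 1 h compound preincubation, 2 h substrate cleavage, 25 °C; Measured by: Epi-absorbance of released pNA at 405 nm, two timepoints.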
RPL19A TOR yeast: alters RPL19A-GFP fluorescence in TOR pathway yeast screen | S. cerevisiae RPL19A-GFP strain, flow cytometry, 3 h; active compounds read low | percent response vs DMSO, % at 10 µM | 0.3% of 330,000 active | AID 2025;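 active = percent response vs DMSO below 50%; inconclusive = fewer than 70 events counted for the yeast strain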;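 note: median channel GFP fluorescence of the barcoded RPL19A-GFP strain; ratio of sample median GFP to plate DMSO average so 100% = DMSO; lower means less RPL19A-GFP as with rapamycin TOR inhibition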
LAP4 TOR yeast: alters LAP4-GFP fluorescence in TOR pathway yeast screen; S. cerevisiae LAP4-GFP multiplex, flow cytometry GFP, 3 h; median GFP as percent of DMSO wells; AID 2023; 0.34% of 320,000 active; GFP response vs DMSO, % at 10 µM;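 active = GFP response vs DMSO above a set limit, about the screen mean plus 3 SD, cut at about 150% in these data; inconclusive = under 70 cell events counted for the yeast strain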
ZTA DNA inh: blocks Epstein-Barr virus ZTA, an EBNA-1 counter-screen | P03206 | ZTA-DNA binding, fluorescence polarization | inhibition, % at 11 µM | 0.15% of 320,000 active | AID 2234; in the data active = inhibition above about 33%
MEP2-GFP yeast: modulators of TOR pathway MEP2-GFP in S. cerevisiae. 0.51% of 330,000 active. GFP response vs DMSO, % at 10 µM. S. cerevisiae MEP2-GFP strain, flow cytometry GFP, 3 h; 100% = DMSO control level;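 active = GFP response versus DMSO above a set limit, roughly screen mean plus 3 SD, cut at about 180% in these data; inconclusive = fewer than 70 cells counted for a yeast strain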;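 note: median GFP fluorescence of the barcode-gated MEP2-GFP cells per well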
AHR act: activates the human aryl hydrocarbon receptor | AHR-responsive luciferase reporter cells, luminescence | activation, % at 5 µM | 2.5% of 320,000 active | AID 2796; in the data active = activation above about 47%;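 note: 0% = vehicle wells and 100% = reference agonist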
EBNA-1 inhibitor: blocks EBNA-1 binding to DNA; EBNA-1 DNA binding, fluorescence polarization; inhibition, % at 14.8 µM; 0.34% of 300,000 active; AID 1950; in the data active = inhibition above about 28%
An asterisk follows results filed as active; ? = inconclusive; . = not tested or not shown.

Start of the listing, in advance (twelve entries):
#	structure	EBNA-1 inhibitor	RPL19A TOR yeast	proCasp7 act	ZTA DNA inh	MEP2-GFP yeast	procasp3 activ	LAP4 TOR yeast	AHR act
1	O=C(NCCN1CCCC1)C1COc2ccccc2O1 (stereo unspecified)	1	94	-8	-4	96	-2	100	2
2	CCc1ccc(NC(=O)CCS(=O)(=O)c2ccc3c(c2)CCN3C(C)=O)cc1	-1	105	12	16	105	4	100	0
3	COc1cc2nc(C3CCC3)nc(N3CCN(c4ccccn4)CC3)c2cc1OC	-11	101	5	-4	117	-2	93	-3
4	COc1cccc(NC(=O)N2CCCC2C(=O)NCc2ccccc2)c1 (stereo unspecified)	2	99	3	2	98	10	109	-1
5	Cc1cc(C)c(C(=O)/C=C/c2ccc3c(c2)OCO3)c(=O)[nH]1	8	101	7	4	108	0	109	9
6	O=C(NCCN1CCOCC1)c1cc2ccccc2o1	0	102	0	1	107	2	109	2
7	CC1(C)CC2CC(C)(CN2C(=O)COC(=O)c2ccc(Cl)c(N)c2)C1 (stereo unspecified)	3	99	1	-12	106	3	105	13
8	CCc1ccc(C)c(OC(=O)c2cncc(Br)c2)c1	2	104	-3	-6	115	2	99	2
9	CC(=O)N1N=C(c2cccnc2)OC1c1ccc(C(C)C)cc1 (stereo unspecified)	-5	102	-7	-4	99	0	92	0
10	Cc1ccc(S(=O)(=O)N2CCCC2)s1	-1	105	6	0	105	8	98	1
11	CCOc1ccc(N(CC(=O)Nc2ccc3c(c2)OCCO3)S(=O)(=O)c2c(C)noc2C)cc1	5	97	-3	-5	102	-4	99	3
12	CCn1c(C)c(C)c2cc(C(=O)NCCCN3CCCC3)ccc21	-3	100	6	5	100	-1	93	5

The whole of this part, from the start:
#	structure	EBNA-1 inhibitor	RPL19A TOR yeast	proCasp7 act	ZTA DNA inh	MEP2-GFP yeast	procasp3 activ	LAP4 TOR yeast	AHR act
1	O=C(NCCN1CCCC1)C1COc2ccccc2O1 (stereo unspecified)	1	94	-8	-4	96	-2	100	2
2	CCc1ccc(NC(=O)CCS(=O)(=O)c2ccc3c(c2)CCN3C(C)=O)cc1	-1	105	12	16	105	4	100	0
3	COc1cc2nc(C3CCC3)nc(N3CCN(c4ccccn4)CC3)c2cc1OC	-11	101	5	-4	117	-2	93	-3
4	COc1cccc(NC(=O)N2CCCC2C(=O)NCc2ccccc2)c1 (stereo unspecified)	2	99	3	2	98	10	109	-1
5	Cc1cc(C)c(C(=O)/C=C/c2ccc3c(c2)OCO3)c(=O)[nH]1	8	101	7	4	108	0	109	9
6	O=C(NCCN1CCOCC1)c1cc2ccccc2o1	0	102	0	1	107	2	109	2
7	CC1(C)CC2CC(C)(CN2C(=O)COC(=O)c2ccc(Cl)c(N)c2)C1 (stereo unspecified)	3	99	1	-12	106	3	105	13
8	CCc1ccc(C)c(OC(=O)c2cncc(Br)c2)c1	2	104	-3	-6	115	2	99	2
9	CC(=O)N1N=C(c2cccnc2)OC1c1ccc(C(C)C)cc1 (stereo unspecified)	-5	102	-7	-4	99	0	92	0
10	Cc1ccc(S(=O)(=O)N2CCCC2)s1	-1	105	6	0	105	8	98	1
11	CCOc1ccc(N(CC(=O)Nc2ccc3c(c2)OCCO3)S(=O)(=O)c2c(C)noc2C)cc1	5	97	-3	-5	102	-4	99	3
12	CCn1c(C)c(C)c2cc(C(=O)NCCCN3CCCC3)ccc21	-3	100	6	5	100	-1	93	5
13	Cc1cc(C)c2nc(N3CCC(C(=O)NCCCN4CC(C)CC(C)C4)CC3)sc2c1 (stereo unspecified)	5	107	6	8	105	-3	96	-3
14	O=C(O)CSc1ccc(S(=O)(=O)N2CCCC2)cn1	.	100	2	-20	107	0	105	0
15	CC(=O)N1CCN(S(=O)(=O)c2c(C)n(C)c(=O)n(C)c2=O)CC1	-7	102	6	1	100	-4	88	-1
16	COc1ccccc1N1CCN(CC(=O)Nc2c(C)n[nH]c2C)CC1	2	100	-4	-21	93	5	89	2
17	S=c1[nH]nc(COc2ccccc2)n1/N=C/c1ccccc1Cl	-2	92	-17	-12	100	-14	111	14
18	Cn1c(=O)cc(OCCCC(=O)NCCC2=CCCCC2)c2ccccc21	2	102	17	3	95	2	112	7
19	CCn1c(=N)n(CC(O)c2ccco2)c2ccccc21 (stereo unspecified)	-3	?	-2	3	?	-2	?	-1
20	CCOC(=O)C1(CC2CCCCO2)CCN(S(=O)(=O)c2c(C)nn(C)c2C)CC1 (stereo unspecified)	-3	90	10	16	91	-5	104	2
21	Cc1ccc(N=C2NC(=O)CS2)cc1C	-7	104	-6	-20	101	8	99	17
22	O=C(Cn1nc(Cc2cccnc2)c2ccccc2c1=O)NCC1COc2ccccc2O1 (stereo unspecified)	-6	100	5	-16	98	8	102	0
23	CCOC(=O)CSc1nc(Cc2ccccc2)nc2ccccc12	5	93	0	5	94	2	107	14
24	COC(=O)c1sc2ccccc2c1-n1cccc1C(=O)C(=O)Nc1ccc(OC)cc1	-9	96	-1	-14	103	-2	99	12
25	C/C(=N/NC(=O)c1ccc2c(c1)OCO2)c1cccc([N+](=O)[O-])c1	-6	110	-8	4	98	-2	94	34
26	COc1ccccc1N(CC(=O)NC1CCCC1)C(=O)CCC(=O)Nc1ccccn1	8	103	6	1	100	0	94	-2
27	COC(=O)N/N=C/c1cn(Cc2c(Cl)cccc2Cl)c2ccccc12	6	88	6	-5	101	-9	92	64*
28	CCOc1ccc(S(=O)(=O)NCCC(=O)NC(C)CCc2ccccc2)cc1 (stereo unspecified)	-3	96	1	33	98	-6	108	5
29	COc1ccc2oc(=Nc3ccccc3)c(-c3nc4ccccc4[nH]3)cc2c1	5	103	-2	4	96	0	116	47
30	CCOC(=O)N1CCN(c2c(NCCN(C)Cc3ccccc3)c(=O)c2=O)CC1	8	101	6	8	97	4	105	0

A few values from the list.
entry 29 in ZTA DNA inh shows 4
entry 25 in AHR act shows 34

Next part:
#	structure	EBNA-1 inhibitor	RPL19A TOR yeast	proCasp7 act	ZTA DNA inh	MEP2-GFP yeast	procasp3 activ	LAP4 TOR yeast	AHR act
31	Cc1cc(-c2c(C)[nH]n(-c3ccc(Cl)cc3)c2=O)n(-c2ccccc2)n1	1	96	2	-13	97	-7	98	5
32	COc1cccc2cc(C(=O)Nc3cccnc3N3CCOCC3)c(=O)oc12	4	101	-9	4	100	12	102	2
33	Cc1ccc(S(=O)(=O)N2CCCCC2)cc1C(=O)NCCCN1CCOCC1	4	96	0	14	103	7	103	1
34	O=C(Cc1ccccc1[N+](=O)[O-])N1CCOCC1	-3	103	4	4	102	12	83	2
35	CC(C)Cn1c(N)c(C(=O)COC(=O)C2CC(=O)N(c3ccc4c(c3)OCCO4)C2)c(=O)n(C)c1=O (stereo unspecified)	-9	91	16	-2	92	6	104	-2
36	Cc1ccc(S(=O)(=O)n2nccc2-c2c(-c3ccccc3)noc2C)cc1	-15	91	1	-19	111	2	104	2
37	CCCCN(CCCC)CCNC(=O)c1cn(CC)c2ccc(S(=O)(=O)N(C)C3CCCCC3)cc2c1=O	-13	96	2	-3	92	3	90	1
38	CCOc1ccccc1C(=O)NC(C(=O)NCc1ccccc1OC)C(C)C (stereo unspecified)	5	102	9	13	102	1	93	9
39	O=C(c1ccccc1)c1ccc(-n2cnnc2)c([N+](=O)[O-])c1	-2	98	3	1	100	4	96	1
40	CCOCCCNC(=O)C(c1ccccc1)N(Cc1ccc2c(c1)OCO2)C(=O)CNC(C)=O (stereo unspecified)	4	101	-7	7	97	4	91	-2
41	NCCCCCC(=O)O	-7	98	-13	-15	93	2	104	-3
42	CC(=O)Nc1cccc(NC(=O)CSc2nnc3ccc(-c4cccnc4)nn23)c1	-13	98	-8	-9	95	-6	98	16
43	COc1cccc(C2Nc3c(F)cc(Br)cc3C3C=CCC32)c1OC (stereo unspecified)	4	94	-3	0	102	-1	92	0
44	CCc1ccc(NC(=S)N2CCN(c3cccc(C(F)(F)F)c3)CC2)cc1	12	103	4	-8	101	5	102	-4
45	CN(Cc1ccc(Cl)cc1)C(=O)COC(=O)CSc1ccc([N+](=O)[O-])cc1	.	101	7	-4	99	1	102	-1
46	Cc1cccc(C)c1OCC(N)C(C)C (stereo unspecified)	8	97	-6	-2	94	-2	111	-1
47	COc1ccc(NC(=O)C2CCCN(S(=O)(=O)c3ccc4c(c3)CCCN4C(C)=O)C2)cc1 (stereo unspecified)	-22	105	-6	-6	106	-4	98	0
48	OCc1cc(-c2ccccn2)no1	-4	.	12	-22	.	12	.	1
49	CN(c1ccccc1C(=O)Nc1ccc(F)c(Cl)c1)S(C)(=O)=O	13	91	-1	2	95	0	100	1
50	O=C(CSc1ccc(Cl)cc1)Nc1ccccc1Oc1ccccc1	8	.	10	-2	.	5	.	5
51	CS(=O)(=O)N1CCN(c2ccc([N+](=O)[O-])cc2F)CC1	3	98	-27	-1	107	-9	108	-1
52	CCNC(=S)N1CCN(c2nc(-c3cccc(OC)c3)cs2)CC1	-3	108	6	10	111	4	97	2
53	COc1ccc(/C=N/n2c(-c3n[nH]c4c3CCC4)n[nH]c2=S)cc1	-4	90	-9	-16	92	1	99	18
54	Cc1cc(C)cc(NC(=O)Cn2c(=O)oc3cc(S(=O)(=O)N4CC(C)CC(C)C4)ccc32)c1 (stereo unspecified)	-6	101	-10	-4	103	8	105	1
55	C/C(=N\NC(=O)c1nnn(-c2nonc2N)c1CN(C)c1ccccc1)c1cccs1	0	99	3	11	107	-9	100	2
56	CCOC(=O)N1CCc2c(sc3c2c(=O)n(-c2ccc(CC)cc2)c(=O)n3CC(=O)NCC2CCCO2)C1 (stereo unspecified)	-4	103	4	-12	105	9	99	-4
57	O=C(Nc1ccc(OC(F)(F)F)cc1)c1ccc2c(c1)no[n+]2[O-]	4	95	-6	6	89	0	117	94*
58	COc1ccc(-c2nc(CN3CCN(c4ncnc5ccccc45)CC3)c(C)o2)c(OC)c1	11	104	-1	7	103	7	89	11
59	O=C(c1ccco1)N1CCN(c2nnc(-c3ccccc3)c3ccccc23)CC1	10	100	4	-10	100	4	101	-2
60	COC(=O)CC1=C(C(=O)OC)C(c2ccc3c(c2)OCO3)C(C#N)=C(N)O1 (stereo unspecified)	0	108	7	2	105	-4	103	1
61	Cc1ccc(NC(=O)NN2CCOCC2)cc1	1	99	-7	-16	102	8	104	6
62	COc1ccc(S(=O)(=O)N2C(=O)/C(=C3\SC(N)=NC3=O)c3ccccc32)cc1	10	98	16	7	102	-2	99	3

A draw from above in order of count of non-hydrogen atoms, low to high:
#	structure	EBNA-1 inhibitor	RPL19A TOR yeast	proCasp7 act	ZTA DNA inh	MEP2-GFP yeast	procasp3 activ	LAP4 TOR yeast	AHR act
60	COC(=O)CC1=C(C(=O)OC)C(c2ccc3c(c2)OCO3)C(C#N)=C(N)O1 (stereo unspecified)	0	108	7	2	105	-4	103	1
58	COc1ccc(-c2nc(CN3CCN(c4ncnc5ccccc45)CC3)c(C)o2)c(OC)c1	11	104	-1	7	103	7	89	11
56	CCOC(=O)N1CCc2c(sc3c2c(=O)n(-c2ccc(CC)cc2)c(=O)n3CC(=O)NCC2CCCO2)C1 (stereo unspecified)	-4	103	4	-12	105	9	99	-4
